Screening results (PubChem BioAssay)
rCAG RNA binder = binders of r(CAG) RNA repeats, primary screen, biochemical, fluorescence; 1.3% of 370,000 active; inhibition, % at 3 µM; AID 651821, 2012; r(CAG) RNA repeat, TO-PRO-1 dye displacement fluorescence;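 active = inhibition above the plate cutoff, the mean of all test compounds on that plate plus 3 SD, cut at about 35% in these data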;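 note: 0% = DMSO alone and 100% = 100 µM mitoxantrone as full dye displacement; higher means more dye released from RNA so lower well fluorescence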
HTRA1 inhibitor = HTRA1 serine protease inhibitors, primary screen, biochemical, fluorescence polarization, HTS | Q92743 | inhibition, % at 5.96 µM | 0.5% of 340,000 active | recombinant HTRA1, FP-rhodamine activity-based probe; in the data active = inhibition above about 36%;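 note: 0% = enzyme with DMSO and 100% = wells lacking enzyme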
Target sequence (Q92743 whole entry, looked up): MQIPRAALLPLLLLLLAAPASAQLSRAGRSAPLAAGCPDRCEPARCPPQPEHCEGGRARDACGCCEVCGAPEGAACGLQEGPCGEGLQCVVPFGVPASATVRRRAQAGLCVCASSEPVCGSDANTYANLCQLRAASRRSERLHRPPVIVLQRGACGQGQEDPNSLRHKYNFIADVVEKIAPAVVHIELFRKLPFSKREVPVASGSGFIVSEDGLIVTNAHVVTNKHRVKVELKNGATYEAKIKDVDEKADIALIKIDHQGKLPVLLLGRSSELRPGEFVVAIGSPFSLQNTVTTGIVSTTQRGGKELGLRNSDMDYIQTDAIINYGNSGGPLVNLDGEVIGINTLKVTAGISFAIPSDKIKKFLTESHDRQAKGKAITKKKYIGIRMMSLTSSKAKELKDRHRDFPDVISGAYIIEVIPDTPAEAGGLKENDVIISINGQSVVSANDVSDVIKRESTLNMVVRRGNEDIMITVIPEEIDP
ABHD4 inh = ABHD4 inhibitors, primary screen, biochemical, fluorescence polarization, mouse; (Lyso)-N-acylphosphatidylethanolamine lipase (Mus musculus), Q8VD66; purified mABHD4, FP-Rh probe fluorescence polarization; inhibition, % at 8.92 µM; 0.54% of 370,000 active; AID 720543, 2013;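 active = inhibition exceeding the mean over every tested compound plus 3 SD, cut at about 30% in these data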;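 note: 0% = plate median of compound wells and 100% = S159A mutant with DMSO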
Target sequence (Q8VD66 whole entry, looked up): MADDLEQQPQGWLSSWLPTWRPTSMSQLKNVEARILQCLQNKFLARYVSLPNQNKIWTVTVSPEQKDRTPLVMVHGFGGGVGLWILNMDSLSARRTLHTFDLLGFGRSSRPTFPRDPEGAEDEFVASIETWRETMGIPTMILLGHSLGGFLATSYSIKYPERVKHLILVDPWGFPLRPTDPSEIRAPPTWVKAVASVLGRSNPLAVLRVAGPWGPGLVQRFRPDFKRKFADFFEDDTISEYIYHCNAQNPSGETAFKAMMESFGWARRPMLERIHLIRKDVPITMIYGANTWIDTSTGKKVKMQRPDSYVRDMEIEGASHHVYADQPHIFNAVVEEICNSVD
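system = mouse ABHD4 enzyme, wild type | medium = HEPES pH 7.0, NaCl, Pluronic buffer | also added = FP-Rh probe | incubation = Enzyme–compound pre-incubation 45 min, then probe 60 min, both 25 °C | technique = fluorescence polarization, excitation 525 nm, emission 598 nm, BODIPY TMR filters | controls = S159A mutant high control, sample median low control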
PG9 binder = binders of HIV-1 gp120 antibody PG9, primary screen, biochemical, TR-FRET | HIV-1 gp120 / PG9 antibody interaction | 0.43% of 360,000 active | inhibition, % at 6.7 µM | TR-FRET gp120-PG9 antibody binding; in the data active = inhibition above about 8.5%
MBD2 inh = inhibitors of MBD2 binding to methylated DNA, primary screen, biochemical, TR-FRET, DNA-binding domain, human; Methyl-CpG-binding domain protein 2 (Homo sapiens), Q9UBB5; MBD2 binding to methylated oligonucleotide; inhibition, % at 4.4 µM; 0.31% of 370,000 active; in the data active = inhibition above about 13%
TCR-CD3 inh = inhibitors of human TCR-CD3 interaction, primary screen, biochemical, fluorescence, TAMRA-labeled TCR probe. AID 651800, 2012. 0.37% of 360,000 active. inhibition, % at 9.4 µM. T-cell receptor (TCR); in the data active = inhibition above about 19%;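 note: recombinant mutant TCR 2C K166C tagged with TAMRA read by polarization; 0% = receptor in buffer alone and 100% = receptor with positive control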
PRMT1 FP inh = PRMT1 methyltransferase inhibitors, primary screen, biochemical, fluorescence polarization; AID 652257, 2013; inhibition, % at 2.79 µM; 1.3% of 370,000 active; Protein arginine N-methyltransferase 1 (Homo sapiens), Q99873; recombinant PRMT1, activity-based probe fluorescence polarization;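 active = inhibition above about 21% made by adding two undisclosed values, limit read from the data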
UHRF1 binding = UHRF1 methylated DNA binding inhibitors, primary screen, counter-screen for MBD2 inhibitor project, biochemical, TR-FRET, human UHRF1, single concentration; UHRF1 binding to methylated oligo; inhibition, % at 4.4 µM; 0.75% of 370,000 active; in the data active = inhibition above about 21%;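 note: UHRF1 SRA domain binding a hemimethylated CpG hairpin DNA probe; 0% = median of test compound wells and 100% = reference inhibitor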
NR1D1 modulator = modulators of Rev-erb alpha DNA binding, primary screen, biochemical, FITC-DNA, fluorescence polarization, uHTS. activity, % at 10 µM. Nuclear receptor subfamily 1 group D member 1 (Homo sapiens), P20393. AID 1259318, 2017. 0.79% of 370,000 active. Rev-erbα–FITC-DNA binding, 90 min;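 active = activity above about 14%, limit read from the data; passing the limit was not always enough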;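 note: 0% = DMSO wells with 35 nM protein and 100% = DMSO wells with 750 nM protein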
LEDGF integ inh = blockers of LEDGF/p75-dependent integrase strand transfer – biochemical, TR-FRET, high throughput, primary screen; TR-FRET IN-LEDGF/p75 DNA integration, Eu/Cy5; 0.64% of 370,000 active; inhibition, % at 3.7 µM; HIV-1 integrase (with human LEDGF/p75);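 active = inhibition above the screen-wide mean plus 3 SD, cut at about 13% in these data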;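 note: signal is the Cy5 over europium emission ratio at 671 and 618 nm; 0% = plate median of compound wells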
* = called active by the depositor; nt = no result given. A portion of the library; the hit share may differ from the screen's.

1	COc1ccc(N/C(N)=N/c2nc(CSc3ccc(C)cc3)cc(=O)[nH]2)cc1
2	CCCCC(=O)NCc1ccccc1Cl
3	O=C(NCCc1ccccc1)c1ncn[nH]1
4	COc1ccc(S(=O)(=O)Nc2c3ccccc3nc(=O)n2-c2ccccc2)cc1
5	CCOC(=O)[C@]12CCCC=C1N(Cc1cccc3ccccc13)C(=O)[C@H](CC(=O)NCCCOC)C2

Screen / compound no.,1,2,3,4,5
MBD2 inh,-1,4,-1,5,-1
NR1D1 modulator,-2,0,2,0,3
PG9 binder,-3.6,-1.0,-0.2,2.0,1.2
UHRF1 binding,-1,1,3,8,-2
LEDGF integ inh,-1,7,0,6,1
rCAG RNA binder,3,-4,1,-3,2
ABHD4 inh,8,0,-3,-4,1
TCR-CD3 inh,-3,1,-3,4,3
HTRA1 inhibitor,-1,4,2,0,nt
PRMT1 FP inh,1,-1,-1,-2,-6

6	CC1(c2ccc(Cl)c(Cl)c2)NC(=S)N2C1NC(=S)N2c1ccccc1 (stereo not given)
7	CCCn1c(NC(=O)c2ccccc2Br)nc2ccccc21
8	COC(=O)c1ccsc1NC(=O)CN1C(=O)CCC1=O
9	Cc1cc2ccc3ccccc3c2cc1CN(C)C
10	O=C(C1CCCN(Cc2cccnc2)C1)N1CCCCC1 (stereo not given)

Screen / compound no.,6,7,8,9,10
MBD2 inh,-2,4,-7,-1,2
NR1D1 modulator,-7,1,-5,-3,4
PG9 binder,-0.1,0.6,0.3,-0.3,-2.4
UHRF1 binding,-2,-3,0,-1,1
LEDGF integ inh,1,10,2,-6,0
rCAG RNA binder,0,-3,6,2,0
ABHD4 inh,2,4,-5,-4,10
TCR-CD3 inh,-5,-2,-2,-3,8
HTRA1 inhibitor,-10,0,7,nt,1
PRMT1 FP inh,1,-1,-2,0,3

Given as tab-separated lines: 7 of the compounds above
#	SMILES	MBD2 inh	NR1D1 modulator	PG9 binder	UHRF1 binding	LEDGF integ inh	rCAG RNA binder	ABHD4 inh	TCR-CD3 inh	HTRA1 inhibitor	PRMT1 FP inh
2	CCCCC(=O)NCc1ccccc1Cl	4	0	-1.0	1	7	-4	0	1	4	-1
3	O=C(NCCc1ccccc1)c1ncn[nH]1	-1	2	-0.2	3	0	1	-3	-3	2	-1
4	COc1ccc(S(=O)(=O)Nc2c3ccccc3nc(=O)n2-c2ccccc2)cc1	5	0	2.0	8	6	-3	-4	4	0	-2
5	CCOC(=O)[C@]12CCCC=C1N(Cc1cccc3ccccc13)C(=O)[C@H](CC(=O)NCCCOC)C2	-1	3	1.2	-2	1	2	1	3	nt	-6
6	CC1(c2ccc(Cl)c(Cl)c2)NC(=S)N2C1NC(=S)N2c1ccccc1 (stereo not given)	-2	-7	-0.1	-2	1	0	2	-5	-10	1
7	CCCn1c(NC(=O)c2ccccc2Br)nc2ccccc21	4	1	0.6	-3	10	-3	4	-2	0	-1
8	COC(=O)c1ccsc1NC(=O)CN1C(=O)CCC1=O	-7	-5	0.3	0	2	6	-5	-2	7	-2

Continuation:
11	CC(=O)/C(=N/Nc1ccc(Br)cc1)N1CCCc2ccccc21
12	COc1ccccc1CNC(=O)C(=O)NCC(c1ccco1)N1CCOCC1 (stereo not given)
13	Cc1ccc(N=Nc2ccc(N)cc2C)c(S(N)(=O)=O)c1
14	COc1ccc(-c2sc3cc4c(cc3c2C#CC2(N)CCCCC2)OCO4)cc1
15	O=C(Nc1cc([N+](=O)[O-])ccc1N1CCOCC1)c1ccco1

Screen / compound no.,11,12,13,14,15
MBD2 inh,2,2,-6,4,2
NR1D1 modulator,2,-6,7,-4,-3
PG9 binder,-1.6,2.7,-2.0,-1.4,0.8
UHRF1 binding,5,5,-3,19,-2
LEDGF integ inh,-5,-4,0,-1,1
rCAG RNA binder,0,4,25,12,-1
ABHD4 inh,-8,-5,15,32*,1
TCR-CD3 inh,-9,-5,2,-1,4
HTRA1 inhibitor,-17,-4,16,-49,2
PRMT1 FP inh,4,5,-1,-2,-3

16	COc1ccc(NCC(=O)Nc2ccc(Br)cc2F)c(OC)c1
17	Cc1c(Br)c([N+](=O)[O-])nn1CC(=O)NCCc1c[nH]c2ccccc12
18	c1ccc(CSc2ncn[nH]2)nc1
19	c1ccc2c(c1)nc(Nc1ccc3c(c1)OCO3)c1nnnn12
20	O=C(Nc1c(Cl)cccc1Cl)C1CCN(C(=O)c2cccs2)CC1

Screen / compound no.,16,17,18,19,20
MBD2 inh,-5,-4,3,-1,4
NR1D1 modulator,10,1,7,0,-2
PG9 binder,1.1,-1.6,0.1,-1.8,0.4
UHRF1 binding,-2,-1,3,-3,-2
LEDGF integ inh,4,-2,-2,-4,3
rCAG RNA binder,1,2,-3,9,-1
ABHD4 inh,8,0,8,11,-2
TCR-CD3 inh,-1,6,-3,-3,13
HTRA1 inhibitor,3,3,2,13,2
PRMT1 FP inh,9,0,0,-1,-1

21	COc1ccc(S(=O)(=O)N2CCC(C(=O)N3CCCCC3)CC2)cc1OC
22	COc1ccc(NS(=O)(=O)c2ccc3c(c2)CCN3C(=O)CCC(=O)O)cc1OC
23	C=C(C)Cn1c(CN(C)Cc2ccccc2)nc2c1c(=O)n(C)c(=O)n2C
24	COc1cccc(N2C(=O)C(CC(=O)Nc3ccccc3)N(C3CCCCC3)C2=O)c1 (stereo not given)
25	CCCCC(=O)Nc1c(C)cc(C)cc1Cl

Screen / compound no.,21,22,23,24,25
MBD2 inh,-6,-2,-1,1,7
NR1D1 modulator,-1,3,1,2,-3
PG9 binder,2.1,-2.2,-1.4,-0.4,1.9
UHRF1 binding,-2,7,3,2,2
LEDGF integ inh,4,0,0,4,1
rCAG RNA binder,-4,3,-5,6,0
ABHD4 inh,4,8,-5,0,5
TCR-CD3 inh,0,-2,-4,2,0
HTRA1 inhibitor,1,-1,3,-20,5
PRMT1 FP inh,0,1,0,2,2

26	CSc1nnc(-c2cccn(Cc3ccccc3)c2=O)o1
27	Cc1cc(C)c2c(c1C)C(=O)CCC2
28	CCOC(=O)[C@H]1[C@H]2COc3cc(OC)ccc3[C@@H]2N2C(=O)c3ccc(F)cc3NC(=O)[C@@]12C
29	CC(Oc1ccc(F)cc1)C(=O)Nc1ccc2ccccc2c1 (stereo not given)
30	O=C(NCC(=O)N1CCN(c2ccccc2O)CC1)c1ccc2c(c1)OCO2

Screen / compound no.,26,27,28,29,30
MBD2 inh,2,-4,3,-2,10
NR1D1 modulator,-4,2,-5,1,-5
PG9 binder,-1.6,-0.9,-0.5,0.9,-0.8
UHRF1 binding,-1,-2,3,1,0
LEDGF integ inh,-1,-2,0,-4,-4
rCAG RNA binder,-1,3,-3,-1,4
ABHD4 inh,-2,2,2,-20,-9
TCR-CD3 inh,5,1,-8,6,-3
HTRA1 inhibitor,1,6,-15,-26,2
PRMT1 FP inh,0,1,-1,-1,6

31	CCCCn1nnnc1NCc1ccc(OC)c(OC)c1OC
32	CC(Cn1cncn1)C(=O)N1CCN(S(=O)(=O)c2ccc(Cl)cc2)CC1 (stereo not given)
33	COc1ccc(/C=N/n2nnnc2N)cc1OC
34	COc1ccccc1C(=O)Nn1c(C)nc2ccccc2c1=O
35	COCCn1c(C)cc(C2=NNC(=Nc3ccc(Cl)cc3Cl)SC2)c1C

Screen / compound no.,31,32,33,34,35
MBD2 inh,2,-7,-4,-5,2
NR1D1 modulator,1,-4,5,3,5
PG9 binder,-0.4,-2.3,-0.6,0.1,0.9
UHRF1 binding,14,-5,-2,-1,-4
LEDGF integ inh,1,7,9,3,1
rCAG RNA binder,-4,-1,1,-2,29
ABHD4 inh,3,6,-1,-3,0
TCR-CD3 inh,-9,0,4,4,1
HTRA1 inhibitor,0,-8,2,0,6
PRMT1 FP inh,-1,-4,-6,-1,14

36	CCc1cc2c(=O)c(-c3cnn(-c4ccccc4)c3)coc2c(CN2CCOCC2)c1O
37	NC1=NC[C@@H](Cc2ccc(O)cc2)N1CCc1cc(C(F)(F)F)cc(C(F)(F)F)c1
38	O=C(Cc1ccc(NC(=O)C2CCCN(C(=O)C3CC3)C2)cc1)Nc1ccc(C(=O)N2CCOCC2)cc1 (stereo not given)
39	CCn1c(SCc2ccccc2Cl)nnc1-c1ccccc1OC
40	Cc1c(N(C)C)nc2ccccc2c1N

Screen / compound no.,36,37,38,39,40
MBD2 inh,-2,-1,1,-1,0
NR1D1 modulator,-2,1,-2,-4,-4
PG9 binder,1.8,-2.5,-1.3,nt,-0.8
UHRF1 binding,6,-1,-4,6,6
LEDGF integ inh,-1,-2,0,-3,1
rCAG RNA binder,5,5,2,0,-2
ABHD4 inh,13,10,0,-2,13
TCR-CD3 inh,-2,4,6,nt,2
HTRA1 inhibitor,-13,-8,0,nt,-5
PRMT1 FP inh,5,-2,0,-1,0

41	CC(=O)c1sc(N/N=C\c2ccccc2O)nc1C
42	C/C(=N\Nc1nc2ccccc2s1)c1ccc(Br)s1
43	COCCNC(=S)Nc1ccc(N2CCCCC2)cc1
44	CC(C)(C)CC(C)(C)N=C1Nc2ccccc2NC12C[C@H]1CCC(=O)N3CC[C@@H](C2)[C@@H]13 (stereo not given in full)
45	CC(C)OC(=O)c1cccc(NC(=O)c2ccccc2)c1
46	COc1ccc(CN2CCC(=O)N(CCO)CC2)cc1OC
47	C=CCSc1nnc(-c2cnn(-c3ccccc3)c2-n2cccc2)n1C

Screen / compound no.,41,42,43,44,45,46,47
MBD2 inh,-1,2,1,-4,-4,-2,-1
NR1D1 modulator,-2,6,0,-1,2,-2,-6
PG9 binder,-6.0,-0.9,-1.8,3.2,-1.9,0.0,-1.7
UHRF1 binding,-4,-2,-2,1,1,1,3
LEDGF integ inh,-3,0,0,-3,2,0,-1
rCAG RNA binder,13,35*,-3,-4,3,-2,-4
ABHD4 inh,21,33*,-4,6,-6,6,-8
TCR-CD3 inh,3,4,3,0,-9,-2,3
HTRA1 inhibitor,9,33,5,10,-31,1,3
PRMT1 FP inh,0,2,5,1,-4,0,0
